KB-V1 MDR tox: kills drug-selected multidrug resistant KB-V1 cells. KB-V1 MDR cells viability, CellTiter-Glo, 72 h. Potency, µM (titrated, usually from 46.1 µM), without a hit: at the highest dose activity change, negative = cytotoxicity, most hits filed as cytotoxic. 3.4% of 400,000 active. AID 1347076; also: potency is read from the fitted curve at half-maximal effect; % is scaled to controls: 0 for no effect and ±100 for the full control effect; nearly all actives have a fitted effect of over 60% in size
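KB-V1 cells (P-gp-expressing MDR subline of KB-3-1) in phenol-red-free DMEM with 10% FBS were exposed to library compounds over a concentration series for 72 h at 37 degrees C. Viability read by CellTiter-Glo luminescence; concentration-effect curves fitted after normalization.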
GLP1R inv ag: acts as inverse agonist at human GLP-1 receptor | Potency, µM (titrated, usually from 38.3 µM), for inactives: at the top dose activity change, negative = inhibition, actives largely listed as inhibitors | HEK293 GLP-1R CRE-luciferase, luminescence, 24 h; GLP-1R form is constitutively active | 1.6% of 410,000 active; also: potency is read from the fitted curve at half-maximal effect; % is scaled to controls: 0 for no effect and ±100 for the full control effect; nearly all actives have a fitted effect of over 55% in size
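Constitutively active GLP-1R drives a cAMP-responsive luciferase in stably transfected HEK293 cells; test compounds are added after overnight (12 h) attachment and left 24 hr, and signal loss in luminescence marks inhibition.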
DRD3 antagonist: D3 dopamine receptor (human) antagonism; D3R cells, DiscoveRx beta-arrestin luminescence, antagonist mode; hits give low values; AID 652054; P35462; 2.5% of 360,000 active; max response, negative = inhibition, %; in the data active = max response below about -50%; inconclusive = no clear call, values can overlap the other calls; also: % is scaled to controls: 0 for no effect and ±100 for the full control effect; mostly tested at two doses, the higher about 12 µM
Target sequence (P35462 whole entry, looked up): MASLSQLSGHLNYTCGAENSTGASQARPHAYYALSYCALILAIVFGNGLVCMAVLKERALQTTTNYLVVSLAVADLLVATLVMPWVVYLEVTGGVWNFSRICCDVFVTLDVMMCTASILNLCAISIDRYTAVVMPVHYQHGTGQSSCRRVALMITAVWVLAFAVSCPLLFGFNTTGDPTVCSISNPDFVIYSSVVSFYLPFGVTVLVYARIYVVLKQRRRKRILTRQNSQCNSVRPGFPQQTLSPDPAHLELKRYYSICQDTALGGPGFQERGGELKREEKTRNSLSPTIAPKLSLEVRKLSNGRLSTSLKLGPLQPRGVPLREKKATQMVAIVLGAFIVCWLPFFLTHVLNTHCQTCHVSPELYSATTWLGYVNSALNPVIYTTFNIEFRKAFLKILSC
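Cells plated overnight at 1500 cells/well, then exposed to library compounds with dopamine controls for 90 minutes at 37 degrees C. DiscoveRx reagent added for 30–60 minutes at room temperature; luminescence read, quantitative HTS format.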
TDP-43 yeast inh: TDP-43 toxicity inhibition in yeast. TDP-43 expressing yeast growth rescue, BacTiter-Glo, 24 h. Potency, µM (series often up to 46.1 µM), for the others: top-dose growth rescue (activation), most hits filed as activators. 1.8% of 410,000 active; also: potency is read from the fitted curve at half-maximal effect; % of control where 0% means no effect; nearly all actives have a fitted effect of over 50% in size
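Galactose-induced TDP-43 yeast, OD600=0.02, compound pinned; 24 hr, 30 deg C; BacTiter-Glo luminescence for growth. Inhibitors of TDP-43 toxicity read as activators.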
HEK293 tox: cytotoxic in the GLP-1 receptor inverse agonist counter-screen; AID 624418; Potency, µM (top dose mostly 38.3 µM), for inactives: top-dose activity change, negative = inhibition, actives largely listed as inhibitors; HEK293 cAMP-luciferase reporter cells, luminescence, 24 h; 0.13% of 410,000 active;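 also: loss of luciferase light is scored as toxicity; potency is read from the fitted curve at half-maximal effect; % is scaled to controls: 0 for no effect and ±100 for the full control effect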
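Compound-treated cells are incubated 24 hr at 37 deg C under 5% CO2 after a 12 hour attachment period, then luciferase detection reagent is added and luminescence is measured following 12 min at room temperature; lowered signal indicates toxicity.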
aSyn rescue: alpha-synuclein toxicity inhibition in yeast; Yeast expressing alpha-synuclein, growth rescue, BacTiter-Glo, 24 h; Potency, µM (titrated, usually from 46.1 µM), for the others: top-dose growth rescue (activation), most hits filed as activators; 0.14% of 370,000 active; AID 652106; also: potency is read from the fitted curve at half-maximal effect; % of control where 0% means no effect; nearly all actives have a fitted effect of over 65% in size
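Rescue of yeast growth: cells expressing toxic alpha-synuclein, induced in galactose at OD600 0.02, incubated with compound 24 h at 30 C. ATP luminescence quantified growth; inhibitors of toxicity appear as activators.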
GLP1R ag: agonists of human GLP-1 receptor; P43220; HEK293 GLP-1R CRE-luciferase, luminescence, 4-6 h; cells express a hypersensitive GLP-1R form; Potency, µM (doses to about 45.6 µM), without a hit: at the top dose activation, actives largely listed as activators; 0.007% of 380,000 active; AID 624172; also: potency is read from the fitted curve at half-maximal effect; % of control where 0% means no effect
PTHR1 agonist: PTHR1 (human) receptor agonism. Q03431. HEK293 GP2 PTHR1 cells, GloSensor cAMP luminescence, 1 h. Potency, µM (highest dose often 115 µM), for the others: at the highest dose activation, hits mostly activators. 0.075% of 410,000 active. AID 743266; also: potency is read from the fitted curve at half-maximal effect; nearly all actives have a fitted effect of over 55% in size; some results filed as inactive show a strong effect at the top dose; inactives centre near -15; many of its hits are not listed in these tables
Target sequence (Q03431 whole entry, looked up): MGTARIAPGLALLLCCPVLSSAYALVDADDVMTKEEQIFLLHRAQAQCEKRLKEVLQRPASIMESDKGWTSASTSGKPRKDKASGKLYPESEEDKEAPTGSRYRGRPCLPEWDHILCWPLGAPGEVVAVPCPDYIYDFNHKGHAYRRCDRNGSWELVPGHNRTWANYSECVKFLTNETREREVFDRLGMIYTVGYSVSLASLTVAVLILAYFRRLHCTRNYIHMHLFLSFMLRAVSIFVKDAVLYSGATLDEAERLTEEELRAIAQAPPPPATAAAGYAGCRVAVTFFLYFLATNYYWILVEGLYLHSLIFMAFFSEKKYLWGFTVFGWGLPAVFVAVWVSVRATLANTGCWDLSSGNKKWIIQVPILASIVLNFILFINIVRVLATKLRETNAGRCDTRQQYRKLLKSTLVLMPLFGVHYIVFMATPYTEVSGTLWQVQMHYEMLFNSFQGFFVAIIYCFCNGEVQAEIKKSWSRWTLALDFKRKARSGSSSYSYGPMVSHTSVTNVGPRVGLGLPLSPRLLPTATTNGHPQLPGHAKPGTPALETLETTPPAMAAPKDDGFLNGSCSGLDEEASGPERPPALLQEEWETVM
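HEK-293-derived GP2 cells expressing PTHR1 and a GloSensor cAMP reporter, 3,000/well, plated overnight, given luciferin plus IBMX (each 0.5 mM as added) for 1 h at 37 °C, then compound for 1 h at 37 °C. Luminescence was read after 15 min at room temperature.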
D3 ag: D3 dopamine receptor (human) agonism; P35462; D3R DiscoveRx beta-arrestin cells, luminescence, 90 min; max activation, %; 0.58% of 410,000 active; in the data active = max activation above about 30%; also: 0% is about no effect; mostly tested at two doses, the higher about 12 µM
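Agonist mode: compounds and dopamine controls were applied to plated cells for 90 min at 37 degrees C after an overnight attachment at 1500 cells/well. Luminescent read-out followed 30 - 60 minutes at room temperature with DiscoveRx detection reagent.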
* = called active by the depositor; [ ] = dose if it differs, or a comment. Unless noted, calls follow the shape of the dose curve; as a rule, active = well fitted curve in the direction sought with a large enough effect; inconclusive = small, poorly fitted or top-dose-only effect, or another doubt; inactive = no such curve, though single readings can be large; an effect the other way counts as inactive or inconclusive.

How did CCOc1ccc(S(=O)(=O)NCC(c2ccc(N(C)C)cc2)N2CCCC2)cc1 (stereo not given) do in these assays?
KB-V1 MDR tox: -5%; GLP1R inv ag: -20%; TDP-43 yeast inh: 8%; HEK293 tox: 1%; PTHR1 agonist: inactive; D3 ag: -18

Results for O=S(=O)(c1ccccc1)N1CCN(C(=S)NCCc2ccccc2)CC1 ?
KB-V1 MDR tox: -3%; GLP1R inv ag: inconclusive; DRD3 antagonist: -16; TDP-43 yeast inh: -10%; HEK293 tox: -14%; aSyn rescue: -2%; GLP1R ag: -1%; PTHR1 agonist: -22%; D3 ag: -7

Results for CCOc1ccc(N(CC(=O)Nc2cccc(F)c2)S(=O)(=O)c2c(C)noc2C)cc1 ?
KB-V1 MDR tox: inconclusive; GLP1R inv ag: inconclusive; DRD3 antagonist: 4; TDP-43 yeast inh: 14%; HEK293 tox: inconclusive; aSyn rescue: 7%; GLP1R ag: 2%; PTHR1 agonist: -86%[inhibitor]; D3 ag: 5

What do the screens show for `COc1ccc(NC(=O)CN(C)C(=O)Cc2coc3cc(C)c(C)cc23)cc1`?
KB-V1 MDR tox: -7%; GLP1R inv ag: inconclusive; DRD3 antagonist: -1; TDP-43 yeast inh: inconclusive; HEK293 tox: 10%; aSyn rescue: -1%; GLP1R ag: 9%; PTHR1 agonist: -18%; D3 ag: 7

How did NC(=O)CSc1ncc(-c2ccc([N+](=O)[O-])cc2)[nH]1 do in these assays?
KB-V1 MDR tox: -1%; GLP1R inv ag: 15%; DRD3 antagonist: 5; TDP-43 yeast inh: 3%; HEK293 tox: -5%; aSyn rescue: 1%; GLP1R ag: 12%; PTHR1 agonist: inactive; D3 ag: -5

What do the screens show for `CC(C)NCCOCCSc1ccc(Cl)cc1`?
KB-V1 MDR tox: 4%; GLP1R inv ag: 13µM*; DRD3 antagonist: -84*; TDP-43 yeast inh: -11%; HEK293 tox: -5%; aSyn rescue: -3%; GLP1R ag: -5%; PTHR1 agonist: -16%; D3 ag: -9

What do the screens show for `Cc1ccc(C)n1Cc1ccccc1Cl`?
KB-V1 MDR tox: -8%; GLP1R inv ag: 11%; DRD3 antagonist: 9; TDP-43 yeast inh: -12%[0.397 µM]; HEK293 tox: -1%; aSyn rescue: -1%; GLP1R ag: 0%; PTHR1 agonist: inactive; D3 ag: 18

What do the screens show for `COc1cccc(C2CCCN2Cc2nc(-c3cnccn3)no2)c1` (stereo not given)?
KB-V1 MDR tox: 1%; GLP1R inv ag: 9%; DRD3 antagonist: 15; TDP-43 yeast inh: 2%; HEK293 tox: 6%; aSyn rescue: 1%; GLP1R ag: 9%; PTHR1 agonist: -2%; D3 ag: -7

Results for Cc1ccc(C2CCN(C(=O)Nc3ccc(Cl)c(Cl)c3)C2)cc1 (stereo not given) ?
GLP1R inv ag: 7%; TDP-43 yeast inh: inconclusive; HEK293 tox: 0%; PTHR1 agonist: -39%; D3 ag: 0

Results for O=C(c1ccc(Cn2c(=S)[nH]c3cc4c(cc3c2=O)OCO4)cc1)N1CCN(c2ccccc2)CC1 ?
KB-V1 MDR tox: -15%; GLP1R inv ag: 6%; DRD3 antagonist: -5; TDP-43 yeast inh: 10%; HEK293 tox: -6%; aSyn rescue: 2%; GLP1R ag: 4%; PTHR1 agonist: inactive; D3 ag: -14

What do the screens show for `Cc1cn(C2CCC(CO)O2)c(=O)[nH]c1=O` (stereo not given)?
KB-V1 MDR tox: 5%; GLP1R inv ag: 19%; DRD3 antagonist: -1; TDP-43 yeast inh: -10%; HEK293 tox: 2%; aSyn rescue: -2%; GLP1R ag: 3%; PTHR1 agonist: 0%; D3 ag: -1

What do the screens show for `CCOc1ccc(Cn2c(CNS(=O)(=O)c3ccc([N+](=O)[O-])cc3)nc3cccnc32)cc1`?
GLP1R inv ag: 1%; TDP-43 yeast inh: 12%; HEK293 tox: -11%; PTHR1 agonist: -14%; D3 ag: 9

How did O=C1NN(c2ccccc2)C(=O)C2C3C=CC(C4CC34)C12 (stereo not given) do in these assays?
KB-V1 MDR tox: -7%; GLP1R inv ag: 0%; DRD3 antagonist: -7; TDP-43 yeast inh: 0%; HEK293 tox: -5%; aSyn rescue: 1%; GLP1R ag: -7%; PTHR1 agonist: inactive; D3 ag: -11

What do the screens show for `CC(C)/C=N/NC(=O)c1ccc(Cl)cc1`?
KB-V1 MDR tox: 7%; GLP1R inv ag: 19%; DRD3 antagonist: -3; TDP-43 yeast inh: 1%; HEK293 tox: 2%; aSyn rescue: -2%; GLP1R ag: 7%; PTHR1 agonist: inactive; D3 ag: -8

Results for O=C1CC(c2ccc(F)cc2)Sc2nc(C34CC5CC(CC(C5)C3)C4)nn21 (stereo not given) ?
KB-V1 MDR tox: -14%; GLP1R inv ag: -3%; DRD3 antagonist: 9; TDP-43 yeast inh: 1%; HEK293 tox: -5%; aSyn rescue: -4%; GLP1R ag: 1%; PTHR1 agonist: inactive; D3 ag: -6

What do the screens show for `CCc1ccc(NC(=O)c2sc3nc(-c4ccccc4)cn3c2C)cc1`?
GLP1R inv ag: -8%; TDP-43 yeast inh: 19%; HEK293 tox: 1%; PTHR1 agonist: inactive; D3 ag: -6

Results for CCNC(=O)CC1C(=O)N(C)C(=S)N1NC(=O)c1ccc(Cl)cc1 (stereo not given) ?
KB-V1 MDR tox: 4%; GLP1R inv ag: 13%; DRD3 antagonist: 2; TDP-43 yeast inh: 4%; HEK293 tox: 1%; aSyn rescue: -15%; GLP1R ag: -6%; PTHR1 agonist: inactive; D3 ag: 0

How did O=C(CSc1nc2ccccc2[nH]1)Nc1ccc(F)c(F)c1 do in these assays?
KB-V1 MDR tox: -6%; GLP1R inv ag: -13%; DRD3 antagonist: -11; TDP-43 yeast inh: -7%; HEK293 tox: 3%; aSyn rescue: -11%; GLP1R ag: 0%; PTHR1 agonist: -11%[57.5 µM]; D3 ag: -16

How did CCOC(=O)c1sc2nc(NC(=O)C3CCCCC3)sc2c1C do in these assays?
KB-V1 MDR tox: 0%; GLP1R inv ag: -3%; DRD3 antagonist: 5; TDP-43 yeast inh: 28%; HEK293 tox: 4%; aSyn rescue: -7%; GLP1R ag: 12%; PTHR1 agonist: inactive; D3 ag: 10

How did Cc1ccc(CN(C)C(=O)c2cc(COc3cccc(C(F)(F)F)c3)on2)o1 do in these assays?
KB-V1 MDR tox: 0%; GLP1R inv ag: inconclusive; DRD3 antagonist: inconclusive; TDP-43 yeast inh: 0%; HEK293 tox: 18%; aSyn rescue: 17%; GLP1R ag: 6%; PTHR1 agonist: inactive; D3 ag: -2

How did Cn1c(=O)n(C)c2cc(/C=N/NC(=O)c3cc4cc(Br)ccc4o3)ccc21 do in these assays?
KB-V1 MDR tox: -7%; GLP1R inv ag: 2%; DRD3 antagonist: 7; TDP-43 yeast inh: -6%; HEK293 tox: 7%; aSyn rescue: 0%; GLP1R ag: 0%; PTHR1 agonist: inactive; D3 ag: 4

Results for COC(=O)c1nc2ccc(N3CCOCC3)cc2c(C)c1C(=O)OC ?
KB-V1 MDR tox: -26%; GLP1R inv ag: 4%; DRD3 antagonist: 11; TDP-43 yeast inh: 25%; HEK293 tox: 152%[activator]; aSyn rescue: -1%; GLP1R ag: 16%; PTHR1 agonist: -10%; D3 ag: 5

How did Clc1ccc(CN2C3=NCCCN3c3ccccc32)cc1 do in these assays?
KB-V1 MDR tox: 0%; GLP1R inv ag: inconclusive; DRD3 antagonist: -6; TDP-43 yeast inh: 2%; HEK293 tox: -22%; aSyn rescue: -7%; GLP1R ag: -15%; PTHR1 agonist: inactive; D3 ag: 5

Results for O=C(COC(=O)c1ccccc1Nc1cccc(C(F)(F)F)c1)NCc1ccco1 ?
KB-V1 MDR tox: 1%; GLP1R inv ag: inconclusive; DRD3 antagonist: -3; TDP-43 yeast inh: 15%; HEK293 tox: -7%; aSyn rescue: 7%; GLP1R ag: 2%; PTHR1 agonist: -46%[inhibitor]; D3 ag: 5

What do the screens show for `COc1ccc(Cl)cc1NC(=O)Cn1c(=O)n2nc(C)nc2c2ccccc21`?
KB-V1 MDR tox: 2%; GLP1R inv ag: -9%; DRD3 antagonist: 16; TDP-43 yeast inh: 15%; HEK293 tox: 2%; aSyn rescue: 2%; GLP1R ag: 0%; PTHR1 agonist: inactive; D3 ag: -3

How did Cc1ccc(C(=O)Nc2ccccc2Oc2ccccc2)o1 do in these assays?
KB-V1 MDR tox: 2%; GLP1R inv ag: inconclusive; DRD3 antagonist: 1; TDP-43 yeast inh: inconclusive; HEK293 tox: 6%; aSyn rescue: -4%; GLP1R ag: 3%; PTHR1 agonist: -1%; D3 ag: 1

What do the screens show for `CCN(CCCNC(=O)CSc1cc(=O)n(C)c2cc(Cl)ccc12)c1cccc(C)c1`?
KB-V1 MDR tox: 0%; GLP1R inv ag: -10%; TDP-43 yeast inh: -26%; HEK293 tox: 1%; PTHR1 agonist: inactive; D3 ag: -16

What do the screens show for `COc1cc(/C=C(/NC(=O)c2ccccc2Cl)C(=O)O)cc(OC)c1OC`?
KB-V1 MDR tox: 8%; GLP1R inv ag: 1%; DRD3 antagonist: 17; TDP-43 yeast inh: -3%; HEK293 tox: 8%; aSyn rescue: 0%; GLP1R ag: -20%; PTHR1 agonist: inactive; D3 ag: 0

Looked up one by one from above:
What do the screens show for `COc1cc(/C=C(/NC(=O)c2ccccc2Cl)C(=O)O)cc(OC)c1OC`?
KB-V1 MDR tox: 8%; GLP1R inv ag: 1%; DRD3 antagonist: 17; TDP-43 yeast inh: -3%; HEK293 tox: 8%; aSyn rescue: 0%; GLP1R ag: -20%; PTHR1 agonist: inactive; D3 ag: 0

Results for Cc1ccc(C2CCN(C(=O)Nc3ccc(Cl)c(Cl)c3)C2)cc1 (stereo not given) ?
GLP1R inv ag: 7%; TDP-43 yeast inh: inconclusive; HEK293 tox: 0%; PTHR1 agonist: -39%; D3 ag: 0

Screening results: PubChem, National Center for Advancing Translational Sciences (NCATS)

This is a subset; count on the stated rates, not on these rows.
